UDG counter: Primary qHTS assay for inhibitors of Activation Induced Cytidine Deaminase (AID): UDG Counterscreen signal. AID 1347430, 2020. actives 0.14% (n = 91,000). Uracil-DNA glycosylase. FRET deamination/UDG coupled assay, UDG read, 4 h. Potency, µM (series often up to 115 µM), for the others: at the highest dose activity change, negative = inhibition, most hits filed as inhibitors; note: nearly all actives have a fitted effect of over 65% in size
AID inh: Primary qHTS assay for inhibitors of Activation Induced Cytidine Deaminase (AID): AID signal | Potency, µM (titrated, usually from 115 µM), without a hit: at the highest dose activity change, negative = inhibition, actives largely listed as inhibitors | actives 0.32% (n = 91,000) | AID deamination FRET fluorescence, UDG-coupled, 4 h | AID 1347428, 2020 | Single-stranded DNA cytosine deaminase (Homo sapiens), Q9GZX7; note: nearly all actives have a fitted effect of over 25% in size
Target sequence (Q9GZX7 whole entry, looked up): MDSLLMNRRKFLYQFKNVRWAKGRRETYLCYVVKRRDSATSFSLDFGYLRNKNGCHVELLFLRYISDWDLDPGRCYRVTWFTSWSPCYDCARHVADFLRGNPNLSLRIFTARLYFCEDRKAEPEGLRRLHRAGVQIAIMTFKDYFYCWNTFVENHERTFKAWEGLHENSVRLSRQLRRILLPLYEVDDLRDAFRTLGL
Active calls of the source: *; u = inconclusive; [ ] = another dose, or the depositor's remark. Calls come from the whole dose curve; as a rule, active = well fitted curve in the direction sought with a large enough effect; inconclusive = small, poorly fitted or top-dose-only effect, or another doubt; inactive = no such curve, though single readings can be large; an effect the other way counts as inactive or inconclusive. % is set by controls: 0 for no effect and ±100 for the full control effect; potency is the fitted concentration of half-maximal effect. The list is partial, so the mix of outcomes need not match the whole.

SMILES	AID inh	UDG counter
O=C(Nc1cnn(Cc2ccc(Cl)cc2Cl)c1)c1noc2c1CCc1ccccc1-2	-13%	u
COc1ccc(OC)c(CCNC(=O)CCCc2nnc3n(C)c(=O)c4sccc4n23)c1	52%[activator]	24%
COc1ccc(Cl)cc1NC(=O)Cn1nnc2sc3c(c2c1=O)CCC(C(C)(C)C)C3 (centres undefined)	-10%	6%
COc1ccc(N2CC(NC(=O)Cc3cccs3)CC2=O)cc1OC (centres undefined)	7%	-18%
O=C(NNC(=S)Nc1ccc(Cl)cc1Cl)c1ccc(Cl)c(Cl)c1	-18%	-4%
Cc1ccc(S(=O)(=O)NCCc2csc(-c3ccc(Cl)cc3)n2)cc1	u	-5%
S=c1[nH]ccc2ccccc12	13%	0%
COc1ccc(Nc2ncnc3c2cnn3C)c(OC)c1	-17%	-8%[57.5 µM]
CCOC(=O)N1CCc2c(sc(NCc3cccs3)c2C(=O)Nc2cc(OC)ccc2OC)C1	93%[activator]	u
O=C(Cn1c(=O)n(C2=CCCCC2)c2ccccc21)NCc1nnc2n1CCCCC2	5%	-8%
CCN(CC)S(=O)(=O)c1ccc(NC(=O)c2noc3c2COc2ccc(C)cc2-3)cc1	-1%	5%
Cc1cc(C)cc(NC(=O)NCc2nc(-c3ccccc3)oc2C)c1	3%	2%
Cc1ccc(-n2nc3c(=O)n(CC(=O)Nc4ccccc4F)nc(C)c3c2C)c(C)c1	-10%	-5%
Cc1cc2n(CC(O)COc3ccc(Cl)cc3)c(=O)c3ccccc3n2n1 (centres undefined)	-12%	0%
COCCNC(=O)C1CCC(CNS(=O)(=O)c2ccc3c(c2)CC(C)N3C(C)=O)CC1 (centres undefined)	5%	1%
CCc1ccc(-c2nc(C(=O)N3CCN(c4ccc(C(C)=O)cc4)CC3)cs2)cc1	-1%	-8%
COc1cccc(CNC(=O)CCc2c(C)c3cc4c(C)c(C)oc4cc3oc2=O)c1	-22%	1%
O=C(O)C(Sc1ccccc1)c1ccccc1 (centres undefined)	3%	-2%
Cc1cc(C(=O)COC(=O)Cn2cnc3c2c(=O)n(C)c(=O)n3C)c(C)n1C	5%	0%
COc1ccc(Cn2c(C(=O)O)c(CNCCc3ccco3)c3ccc(OC)cc32)cc1	26%	2%
O=C(Nc1cc(-c2cccc(Cl)c2)no1)c1noc2c1COc1ccccc1-2	-2%	5%
O=C(O)CP(=O)(O)O	25%	1%
CCC1CN(C(=O)Nc2cccc(OC)c2)c2ccccc2O1 (centres undefined)	-11%	-7%[57.5 µM]
Cc1ccc2nc(CN3CCN(C(=O)Nc4ccc(C)c(F)c4)CC3)oc2c1	u	-9%
Cc1ccccc1-c1noc(-c2cc(C(C)C)[nH]n2)n1	7%	-4%

More records follow:
SMILES	AID inh	UDG counter
CCCCN(CCCC)C(=O)C1CC(=O)OC12CCOC(C)(C)C2 (centres undefined)	2%	-7%
CCc1cccc(C)c1NC(=O)NCC(O)c1ccccc1 (centres undefined)	-2%	-2%
CCc1ccccc1NC(=O)CCOc1ccccc1	19%	-11%
CN(C)S(=O)(=O)c1ccc(N2CCCCC2)c(C(=O)N2CCCc3ccccc32)c1	-17%	-9%
CCOC(=O)c1c(NC(=O)C(=O)NCc2ccncc2)sc2c1CC(C)(C)OC2	-6%	-2%
Cc1cc(F)ccc1NC(=O)C1CCCN(S(=O)(=O)c2ccc3c(c2)CCCC(=O)N3)C1 (centres undefined)	-16%	8%
O=C(Cc1cccc2cccnc12)NCCc1ccccn1	15%	1%
Cc1ccc(NC(=O)Cn2c(=O)oc3cc(S(=O)(=O)N4CCCCCC4)ccc32)cc1Cl	1%	3%
CC(=O)N1CCCc2ccc(NC(=O)c3ccc(OC(C)C)cc3)cc21	5%	-7%
COC(=O)c1c(NC(=O)c2ccccc2C(=O)O)sc2c1CCCC2	-18%	0%
Cc1cccc(NC(=O)CSc2cc(C)c3ccccc3n2)c1	4%	16%
CCOC(=O)NC(C(=O)O)C(C)C (centres undefined)	2%	3%
CCc1ccc(NS(=O)(=O)c2ccc3[nH]cc(C(=O)NCCc4cccc(C)c4)c(=O)c3c2)cc1	-1%	-6%[57.5 µM]
CCOC(=O)C1=C(CS(=O)(=O)c2ccc(Br)cc2)NC(=O)NC1c1ccccc1 (centres undefined)	-11%	-7%
COc1ccc(C2=NS(=O)(=O)N(C)C(C(=O)Nc3cc(C)ccc3O)=C2)cc1OC	13%	11%
Cc1ccc(C)c(N2CCN(C(=O)c3cnn(C(C)(C)C)c3C3CCN(C(=O)OC(C)(C)C)CC3)CC2)c1	u	0%
CCCCCCCc1ccc(-c2ccc(O)c(F)c2)nc1	-2%	-12%
O=Cc1cccc(OCc2ccc(Cl)cc2)c1	-10%	-3%
Cc1ccc(CN(Cc2cccn2-c2nnc(N3CCCC3=O)s2)C(=O)Nc2cc(C)cc(C)c2)cc1	-20%	-7%
N#Cc1c(-n2ncnc2-c2ccccc2Cl)sc2c1CCCCC2	6%[57.5 µM]	1%[57.5 µM]
CC(N)(CCc1ccccc1)C(=O)O (centres undefined)	3%	4%
C=CCOc1ccc(NC(=O)c2ccc(Cl)cc2)cc1	-1%	-4%
CN1CCc2nc(NC(=O)Cn3c(=O)oc4ccccc43)sc2C1	20%	10%
O=C(O)/C=C/c1ccc(Cl)c(Cl)c1	-3%	5%
Cc1nn(C)c2sc(C(=O)NCc3ccc(C(=O)O)cc3)cc12	3%	-1%

Further records follow.
SMILES	AID inh	UDG counter
N#Cc1c(N)nc2c(c1-c1ccc(Cl)cc1)CCCC2	-8%	24%
COc1ccc(OC)c(CCNC(=O)c2c(C)oc3ncn(C)c(=O)c23)c1	7%	8%
O=C(c1ccsc1)N(CC1CCOC1)C1CC1 (centres undefined)	5%	-12%
Cc1ccsc1C(=O)OCC(=O)NC(=O)NC1CCCCC1	-2%	-5%
CCn1c(SCC(=O)Nc2ccc3c(c2)OCO3)nc2cc(C)[nH]c2c1=O	2%	4%
COc1ccc(CCNC(=O)CCCCn2c(=O)c3ccccc3n(Cc3ccccc3Cl)c2=O)cc1OC	7%	-12%
Cc1ccc(-n2nc(CO)c(C(=O)NC(C)CCCc3ccccc3)n2)cc1C (centres undefined)	8%	-2%[57.5 µM]
COCc1nn2cc(-c3ccc(C)cc3)nc2s1	27%	-10%
Cc1ccc(C(=O)CSc2nc3c([nH]2)c(=O)n(C)c(=O)n3C)cc1	6%	3%
O=C(NC1CCCCCC1)c1cc(-c2ccccn2)nc2c(Cl)cccc12	17%	13%
CC(=O)Nc1cc(F)ccc1-c1csc(NC(=O)CCc2ccco2)n1	4%	9%
CC(NS(=O)(=O)c1ccc(Cl)s1)c1cc2ccccc2o1 (centres undefined)	-7%	-12%
O=C(CCc1ncc(-c2ccccc2F)o1)N1CCSCC1	-7%	-1%
Cc1cc(O)c2c(CN3CCN(C(c4ccccc4)c4ccccc4)CC3)cc(=O)oc2c1	2%	5%
CCN(CC)S(=O)(=O)c1ccc2[nH]c(=O)cc(C(=O)NC(C3CC3)C3CC3)c2c1	2%	6%
COc1cc(NC(=O)CCCc2nnc3n(C)c(=O)c4sccc4n23)cc(OC)c1OC	90%[activator]	1%
Oc1c(C(c2ccc(Cl)cc2)N2CCOCC2)sc2nc(-c3ccco3)nn12 (centres undefined)	3%	-21%[57.5 µM]
CC(CN1CCOCC1)NS(=O)(=O)c1cc(F)cc(F)c1 (centres undefined)	-12%	-17%
COc1cccc(N2CCN(c3ncnc4c3c(-c3ccccc3)cn4-c3ccc(C)cc3)CC2)c1	18%	-1%[57.5 µM]
COc1cc(NC(=O)CCc2c(C)nn(-c3ccc4nncn4n3)c2C)cc(OC)c1OC	3%	12%
Cc1ccc(C(=O)Oc2cccc3c(OC(=O)c4cccc(C)c4)cccc23)cc1	8%	-3%
CCOC(=O)c1c(S(=O)(=O)NCC(=O)Nc2ccc(F)cc2C)c(C)n(C)c1C	-6%	-15%
CCOC(=O)c1ccc(NC(=O)c2nn(C)c3c2COc2ccccc2-3)cc1	10%	6%[57.5 µM]
CCCC(C(=O)NC1CCCCC1)(c1ccccc1)c1ccccc1	-2%	7%
Cc1cccc(-c2noc(-c3cccc(F)c3)n2)c1	2%	3%

Other records
SMILES	AID inh	UDG counter
Cc1ccc(CNC(=O)Cc2c(C)c3cc4c(C)coc4cc3oc2=O)cc1	7%	2%
CC(=O)c1ccc(NC(=O)C2CCC(CNS(=O)(=O)c3cccs3)CC2)cc1 (centres undefined)	2%	-18%[57.5 µM]
Cc1cc(C)c(/C=N/NC(=O)c2ccccc2)c(C)c1	1%	-10%
Cc1ccccc1NC(=O)N1CCc2c(sc3c2CCCC3)C1c1ccccc1 (centres undefined)	-21%	-20%
COc1ccc(-c2[nH]nc3c2C(c2cccc(OC)c2OC)CC(=O)O3)cc1 (centres undefined)	0%	2%
COc1ccc(OCC(=O)Nc2nnc(S(=O)(=O)N3CCCCCC3)s2)cc1	20%	3%
O=C(/C=C/c1ccc(N(c2ccccc2)c2ccccc2)cc1)c1cccc(C(F)(F)F)c1	23%	-1%
COc1ccc(-c2coc3cc(OCCN4CCN(CCO)CC4)ccc3c2=O)cc1	1%	-1%
COc1ccc(-c2nc(CSc3nncn4c3cc3occc34)c(C)o2)cc1	92%[activator]	5%
CCCCOc1ccc(Cn2c(=O)oc3ccc(C)cc32)cc1OC	-16%	-1%
COc1ccc(NC(=O)C2=CC(c3ccccc3OC)=NS(=O)(=O)N2C)cc1OC	5%	-6%
Cc1ccc(-c2ccc(=O)n(Cc3noc(C(=O)NCc4ccco4)n3)n2)cc1C	-18%	23%
COc1ccc(C(=O)c2cn(Cc3cccc(C)c3)c3cc4c(cc3c2=O)OCO4)cc1	u	-10%
COc1cc(OC)c(/C=N/O)cc1Br	-8%	-1%
Cc1ccc(N=C2NN=C(c3cc(C)n(CC4CCCO4)c3C)CS2)cc1 (centres undefined)	2%	-10%
CC(C)(C)C(=O)/C=c1/[nH]c(=O)/c(=C/c2ccc(O)c(Cl)c2)s1	6%	10%
Cc1cc(C)cc(OCC(=O)Nc2ccc(Cl)c(-c3nc4ncccc4o3)c2)c1	-5%	-15%
COc1ccc(NC(=O)CNC(=O)Cn2ccc3ccccc3c2=O)c(OC)c1	16%	-3%
Cc1cc(C)c(NC(=O)c2c(C)oc3c2C2=NCCN2C=N3)c(C)c1	-26%	-9%
Cc1ccc(F)cc1NC(=O)C1CCCCC1	3%	1%
COCCn1cnc2c1c(=O)n(CC(=O)Nc1ccc3c(c1)OCO3)c(=O)n2Cc1ccccc1	-9%	5%
CCN(CC)CCNC(=O)c1c2c(nc3ccccc13)C(=O)N(C1CCCCC1)C2	4%	5%
Cc1ccc(C)c(SCC(=O)Cc2ccccc2F)c1	-7%	-7%
CCOC(=O)C1C(=O)C=C(c2ccc(C)cc2)CC1c1ccccc1C (centres undefined)	-20%	-3%
Fc1ccc(-n2ncc3c(Nc4ccc(Oc5ccccc5)cc4)ncnc32)cc1	7%	-18%

Single records (already shown). Order of values: AID inh	UDG counter
CCc1cccc(C)c1NC(=O)NCC(O)c1ccccc1 (centres undefined) is listed with -2%	-2%
CCCCOc1ccc(Cn2c(=O)oc3ccc(C)cc32)cc1OC is listed with -16%	-1%
Cc1ccc(CNC(=O)Cc2c(C)c3cc4c(C)coc4cc3oc2=O)cc1 is listed with 7%	2%

Going on with the list.
SMILES	AID inh	UDG counter
COC(=O)c1ccc(NC(=O)C2CCN(C(=O)c3ccc(F)cc3)CC2)cc1	13%	2%
Nc1nccc(-c2ccc([N+](=O)[O-])cc2)n1	-2%	6%
Cc1ccc2cccc(NC(=O)c3ccc(OC(C)C)cc3)c2n1	u	u
C=CCC1(CC=C)CCCN1	3%	1%
O=S(=O)(NCCc1csc2nc(-c3ccc(Cl)cc3)nn12)c1ccc(Oc2ccccc2)cc1	-2%	-7%[57.5 µM]
O=C(NCc1cccc(Cl)c1)C1CCCN(c2ncnc3nc[nH]c23)C1 (centres undefined)	-17%	-3%
O=C(Nc1cccc(C(=O)N2CCN(c3ccc(F)cc3)CC2)c1)c1nsc2ccccc12	-22%	-9%
O=C(CC1Sc2ccc(C(F)(F)F)cc2NC1=O)Nc1ccc(OC(F)F)cc1 (centres undefined)	-3%	-8%
CC(c1ccc(F)cc1)N(C)CCC(=O)N1CCCCC1 (centres undefined)	8%	5%
CCOC(=O)c1cc(NC(=O)c2ccc(C)cc2)c(=O)n2c1oc1ccc(Cl)cc12	1%	-12%
CCC1CCc2c(sc(NC(=O)c3c(-c4ccccc4)noc3C)c2C(=O)OC)C1 (centres undefined)	-4%	-15%
CCN(CC)C(=O)c1ccc(CSC(F)F)o1	5%	3%
CN(C)CCC(OC(=O)C1(c2ccccc2)CCCC1)c1ccccc1 (centres undefined)	-15%	0%

Some values from the results shown.
Under AID inh, O=C(NC1CCCCCC1)c1cc(-c2ccccn2)nc2c(Cl)cccc12 has 17%
Under AID inh, O=C(NCc1cccc(Cl)c1)C1CCCN(c2ncnc3nc[nH]c23)C1 (centres undefined) has -17%
Under AID inh, Cc1ccc(F)cc1NC(=O)C1CCCCC1 has 3%
Under AID inh, CCN(CC)CCNC(=O)c1c2c(nc3ccccc13)C(=O)N(C1CCCCC1)C2 has 4%

Source: PubChem BioAssay (National Center for Advancing Translational Sciences (NCATS))
